# Screening data from PubChem.
# ssDAF-12 act: activators of S. stercoralis DAF-12 nuclear receptor; HEK293 ssDAF-12/GRIP1 lit1-tk-luc reporter, luminescence; % of 3 µM dafachronic acid response; activation, % at 6.8 µM; actives 1% (n = 370,000); AID 652126;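 active = activation above the mean over all tested compounds plus 3 SD, cut at about 0.9% in these data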;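 note: 0% = DMSO-only wells and 100% = 3 µM delta7-dafachronic acid wells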
# ADAM10 inh: inhibitors of human ADAM10. O14672. inhibition, % at 7 µM. AID 720582. actives 0.62% (n = 370,000). recombinant ADAM10, EDANS/DABCYL FRET peptide cleavage, 3 h;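 active = inhibition above a per-campaign cutoff equal to the mean of compounds falling between control-based bounds plus 3 SD, cut at about 20% in these data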;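 note: 0% = DMSO wells while the 100% control is not disclosed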
# Target sequence (O14672 214-748 limits assumed): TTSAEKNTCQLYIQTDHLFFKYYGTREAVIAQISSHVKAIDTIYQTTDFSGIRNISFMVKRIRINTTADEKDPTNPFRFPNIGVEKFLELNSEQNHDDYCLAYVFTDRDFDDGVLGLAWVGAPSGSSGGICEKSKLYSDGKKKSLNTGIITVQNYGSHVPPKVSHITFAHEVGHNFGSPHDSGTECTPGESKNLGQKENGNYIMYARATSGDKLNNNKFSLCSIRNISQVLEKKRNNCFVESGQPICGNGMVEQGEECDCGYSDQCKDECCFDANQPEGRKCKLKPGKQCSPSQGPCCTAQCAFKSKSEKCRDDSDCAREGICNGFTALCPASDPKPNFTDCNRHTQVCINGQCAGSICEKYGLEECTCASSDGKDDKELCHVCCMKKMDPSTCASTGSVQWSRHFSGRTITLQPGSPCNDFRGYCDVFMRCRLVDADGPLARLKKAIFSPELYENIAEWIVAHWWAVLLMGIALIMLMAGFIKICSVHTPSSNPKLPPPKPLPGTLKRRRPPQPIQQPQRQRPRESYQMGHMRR
# hcDAF12 agonist: activators of H. contortus DAF-12 nuclear receptor | actives 1.4% (n = 370,000) | activation, % at 6.8 µM | HEK293 hcDAF-12 lit1-tk-luc reporter, luminescence; 0% DMSO, 100% Δ7-dafachronic acid;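 active = activation above the mean of all tested compounds plus 3 SD, cut at about 5.5% in these data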;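 note: 100% = response to 3 µM Δ7-dafachronic acid high control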
# PLCg1 inh: inhibitors of human phospholipase C gamma1. P19174. purified PLC-gamma1, fluorogenic substrate, fluorescence. inhibition, % at 12.2 µM. actives 0.84% (n = 370,000); in the data active = inhibition above about 9.5%
# DAX1 inh-1: blocks DAX1 repression of SF-1 activated StAR promoter; HEK293T StAR-luciferase reporter, SF-1/DAX-1 repression relief; inhibition, % at 6.8 µM; actives 1.1% (n = 370,000); AID 652010;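 active = inhibition above the mean over all tested compounds plus 3 SD, cut at about 3.6% in these data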;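 note: 0% = DAX-1 cells with DMSO and 100% = cells lacking DAX-1 with DMSO; higher inhibition means more luminescence from relief of DAX-1 repression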
# ADAM17 inh: ADAM17 inhibition, QFRET primary screen; actives 0.83% (n = 370,000); inhibition, % at 6.95 µM; AID 720648; P78536; recombinant ADAM17, EDANS/DABCYL FRET peptide cleavage;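 active = inhibition above the mean of compounds lying between control limits plus 3 SD, set per campaign, cut at about 8.5% in these data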;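 note: 0% = DMSO-only wells as the low control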
# hgDAF12 agonist: agonists of H. glycines DAF-12 nuclear receptor. actives 1.8% (n = 370,000). HEK293 GAL4-hgDAF12 UAS-luciferase reporter, agonist luminescence; normalized to butyrate control. activation, % at 6.8 µM;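 active = activation above a cutoff set at the mean of all screened compounds plus 3 SD, cut at about 10% in these data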;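 note: 0% = DMSO wells and 100% = sodium butyrate wells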
# sPLA2-III inh: Blocks human group III sPLA2 activity; QFRET BODIPY PC-A2 liposome hydrolysis, fluorescence; inhibition, % at 12.2 µM; actives 0.56% (n = 370,000); Q9NZ20;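 active = inhibition above mean plus 3 SD of compounds lying within the high and low control bounds, cut at about 19% in these data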;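 note: 0% = median of test compound wells and 100% = no enzyme DMSO wells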
# PLCb3 inh: inhibitors of human phospholipase C beta3 | Q01970 | actives 0.18% (n = 370,000) | AID 720704 | inhibition, % at 12.2 µM | Purified PLC-beta3, fluorogenic substrate, fluorescence; in the data active = inhibition above about 11%;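 note: 0% = median of compound wells on plate and 100% = full blocker control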
# DAX1 inh-2: inhibitors of human orphan nuclear receptor DAX1 (NR0B1); HEK293 Gal4-DAX1 luciferase reporter, luminescence; inhibition, % at 6.75 µM; actives 0.99% (n = 340,000); AID 504766;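 active = inhibition above the mean over all tested compounds plus 3 SD, cut at about 4.2% in these data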;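 note: 0% = DAX1-transfected cells with DMSO and 100% = empty-vector control cells with DMSO; inhibition shows as a rise in luminescence from relieved DAX1 repression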
# Target sequence (P51843 207-470 limits assumed): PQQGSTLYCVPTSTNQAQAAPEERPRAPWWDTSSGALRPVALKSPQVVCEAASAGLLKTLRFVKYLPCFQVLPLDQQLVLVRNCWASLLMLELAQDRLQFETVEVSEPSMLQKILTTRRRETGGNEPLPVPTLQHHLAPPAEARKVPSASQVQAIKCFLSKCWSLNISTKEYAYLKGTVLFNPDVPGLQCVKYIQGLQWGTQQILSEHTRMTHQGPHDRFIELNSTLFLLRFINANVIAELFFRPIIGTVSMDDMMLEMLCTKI
# FXN GAA850 act: frataxin GAA850 promoter activation. actives 0.56% (n = 360,000). HEK293 lucGAA850 FXN promoter luciferase reporter, 24 h; percent of 10 µM SAHA response. activation, % at 6 µM;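 active = activation above the average of all compounds screened plus 3 SD, cutoff fixed separately per campaign, cut at about 7.5% in these data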;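 note: 0% = DMSO wells and 100% = 10 µM SAHA wells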
# Starred values were filed as active, the others as inactive; i = inactive; . = not tested or not shown. Compounds were not picked by outcome; any-hit rate near 6.9%.
# Values run as follows: ssDAF-12 act	ADAM10 inh	hcDAF12 agonist	PLCg1 inh	DAX1 inh-1	ADAM17 inh	hgDAF12 agonist	sPLA2-III inh	PLCb3 inh	DAX1 inh-2	FXN GAA850 act
CCn1c(CNC(=O)c2ccco2)nnc1SCC(=O)c1ccc(OC)cc1
    -1.2	8	-0.5	2	-0.5	1	-0.9	-11	4	0.9	0.7
O=C(c1cc(-c2ccccc2)on1)N(Cc1cccnc1)C(c1ccccn1)c1nc2ccccc2[nH]1 (centres undefined)
    -1.1	-8	0.0	-10	-1.2	0	0.2	-6	-8	.	.
CCN(CC)CCNC(=O)c1cn(C)c2ccc(S(=O)(=O)N(C)C3CCCCC3)cc2c1=O
    -1.2	-14	1.5	-3	1.2	-2	-1.3	-3	0	-0.8	2.3
O=S(=O)(c1cccs1)N1CN(C2CCCCC2)c2nc3ccccc3nc21
    -1.5	-30	-0.6	-5	-0.6	-9	-1.8	-5	-20	-1.2	1.8
CCN(c1ccccc1)S(=O)(=O)c1cc(C(=O)Nc2ccccc2Cl)ccc1F
    -1.3	6	-3.7	2	-0.7	4	-0.6	-5	2	-1.5	0.6
Cc1cccc2cc3c(NC(=O)C(C)(C)C)nn(CC(C)C)c3nc12
    -1.5	-71	-0.5	-217	0.3	-30	-1.9	3	-291	-1.6	0.1
O=C(c1cccs1)n1nc(-c2ccc(Cl)cc2)nc1NCc1ccco1
    -0.2	4	2.6	7	-0.5	-3	-0.9	1	5	0.3	1.3
O=C1NCCCC1C(=O)NCCNC(=O)C(F)(F)F (centres undefined)
    -1.8	-3	-0.2	3	1.1	3	0.9	0	2	-0.2	3.9
O=C(CN1CCCCCC1)Nc1ccccc1
    -0.9	-8	-1.6	0	-0.3	-6	-0.2	5	0	-0.8	0.9
CC12CCC3c4cc(CN5CCOCC5)c(O)cc4CCC3C1CCC2=O (centres undefined)
    -1.0	-7	-0.3	-1	0.1	-6	3.6	3	-2	0.6	-0.2
OCCC1CN(C/C=C/c2ccco2)CCN1Cc1ccccc1 (centres undefined)
    -0.6	-4	-1.3	-7	-0.6	-3	0.7	-4	-14	0.4	2.1
O=C1CN(S(=O)(=O)c2cc(C(=O)O)ccc2Cl)c2ccccc2N1
    -0.4	-12	2.6	-26	-0.1	-4	0.0	-5	-39	1.1	3.7
CCCOc1ccc(C(=O)NC(=S)Nc2nc3ccccc3s2)cc1
    0.1	-12	6.9*	6	0.8	-6	1.5	26*	2	0.7	7.0
CCCCc1cc(=O)oc2cc(OCc3nn[nH]n3)ccc12
    -0.7	-138	-0.3	-15	0.2	-48	-1.7	10	-24	1.9	1.3
COc1ccc(N2C(=O)c3cccc4c(N(C)CCO)ccc(c34)C2=O)cc1
    -1.0	-2	-0.3	-24	-0.4	3	2.5	-12	-35	0.0	3.3
NNC1=N[C@H]2CS(=O)(=O)C[C@H]2S1
    -1.2	-6	2.9	0	-0.6	-4	3.3	5	-1	0.5	0.1
Cn1c(=O)c2c(nc(N3CCCCCC3)n2CC(=O)c2ccc(Br)cc2)n(C)c1=O
    -0.9	1	0.6	-4	-0.1	-3	2.0	-6	-3	2.5	0.6
O=C(CSc1ccc(-c2ccc3c(c2)OCO3)nn1)Nc1nccs1
    -1.5	4	-0.6	-2	0.5	-2	1.8	1	-5	-0.5	1.1
Cc1ccc[n+](-c2[nH]c(=O)sc2/C=N/N=C(\[O-])CCn2c3ccccc3c3ccccc32)c1
    -1.0	1	-0.4	1	-0.3	0	-0.1	13	-6	4.0	-2.6
CCN(CC)C(=O)COc1ccc(N(C)S(=O)(=O)c2ccc(NC(C)=O)cc2)cc1
    -1.1	0	-1.1	-2	-0.3	-2	0.8	4	-5	-0.1	-0.5
COc1ccccc1OCC(=O)N/N=C1/C=C(C)CC1
    -1.3	1	-0.8	2	0.6	-3	0.3	-1	0	0.2	-0.3
O=C(COc1ccccc1)Nc1c2c(nn1-c1ccc(F)cc1)CS(=O)(=O)C2
    -0.7	-5	0.1	-1	-0.4	-4	1.8	12	-9	-0.3	-1.4
O=C(Nc1nccs1)c1ccc(F)c(S(=O)(=O)N2CCOCC2)c1
    -1.5	-5	-2.2	4	0.2	-1	-0.7	-1	-10	0.2	0.3
O=C(NC1=NCCS1)c1ccncc1
    -1.0	-6	-0.5	-1	0.1	-2	4.0	-2	0	2.0	-1.3
CC(C)(C)NC(=O)COC(=O)CNC(=O)c1cc(Cl)cc([N+](=O)[O-])c1
    -1.9	-4	0.6	0	-0.2	0	1.2	-1	5	0.7	3.8
CCc1ccc(NC(=O)C(=O)N/N=C(\C)CC(=O)NCc2ccc(Cl)cc2)cc1
    -1.7	-11	0.7	-3	0.0	-4	6.4	-11	-6	1.7	-0.3
O=C(NC(=S)N1CCN(c2ccc([N+](=O)[O-])cc2)CC1)c1ccccc1
    -1.4	-5	-0.1	2	0.4	-3	3.1	10	-5	-0.9	2.1
Cn1cnc(S(=O)(=O)N2CCCC(c3cc(C(=O)Nc4ccc(F)c(Cl)c4)no3)C2)c1 (centres undefined)
    -1.3	-1	0.8	-1	-0.3	-3	3.5	-11	2	.	1.4
COc1cccc(N2CCN(c3nc(C)cc(C)c3C#N)CC2)c1
    -1.2	-18	-2.3	-19	-0.2	-6	-2.7	12	-28	-0.8	1.4
Cc1nn(CC(=O)NCc2cccc3ccccc23)c(=O)c2ccccc12
    -0.9	-7	-0.3	-2	0.2	-8	-2.6	-4	-3	-0.5	1.9

# Sorted by value in PLCb3 inh (high to low): some entries from above.
Compound | ssDAF-12 act | ADAM10 inh | hcDAF12 agonist | PLCg1 inh | DAX1 inh-1 | ADAM17 inh | sPLA2-III inh | PLCb3 inh | DAX1 inh-2
Cn1cnc(S(=O)(=O)N2CCCC(c3cc(C(=O)Nc4ccc(F)c(Cl)c4)no3)C2)c1 (centres undefined) | -1.3 | -1 | 0.8 | -1 | -0.3 | -3 | -11 | 2 | .
O=C(COc1ccccc1)Nc1c2c(nn1-c1ccc(F)cc1)CS(=O)(=O)C2 | -0.7 | -5 | 0.1 | -1 | -0.4 | -4 | 12 | -9 | -0.3
O=C(Nc1nccs1)c1ccc(F)c(S(=O)(=O)N2CCOCC2)c1 | -1.5 | -5 | -2.2 | 4 | 0.2 | -1 | -1 | -10 | 0.2
COc1cccc(N2CCN(c3nc(C)cc(C)c3C#N)CC2)c1 | -1.2 | -18 | -2.3 | -19 | -0.2 | -6 | 12 | -28 | -0.8

# Other results follow.
# Values run as follows: ssDAF-12 act	ADAM10 inh	hcDAF12 agonist	PLCg1 inh	DAX1 inh-1	ADAM17 inh	hgDAF12 agonist	sPLA2-III inh	PLCb3 inh	DAX1 inh-2	FXN GAA850 act
O=C(NCCCn1ccnc1)c1ccccc1Br
    -1.2	1	0.7	0	0.6	0	1.9	-2	2	-0.7	-0.3
CCc1cccc(OCCCN2C(=O)NC(C)(C)C2=O)c1
    -1.3	-3	0.8	3	0.0	0	0.5	2	1	2.6	-1.8
CCn1cc(CCC(=O)O)c(C)n1
    -0.9	5	-1.2	1	0.3	0	2.4	-2	1	-0.4	3.5
Cc1cc(C(=O)N/N=C/C=C/c2ccccc2)c(C)o1
    -0.8	2	-1.0	4	0.5	5	4.1	-6	2	3.0	1.9
COc1ccc(-c2cc3ccc(OC(C)C(=O)O)cc3oc2=O)cc1 (centres undefined)
    -0.6	i	-0.8	i	-0.4	i	1.8	8	i	1.0	3.2
COc1ccc(C(=O)CC(Nc2ccc([N+](=O)[O-])cc2)c2ccc(Cl)cc2)cc1 (centres undefined)
    -0.9	22*	-1.4	5	-1.5	13*	1.7	-19	6	-0.1	-2.8
Cc1cc(N2CCN(C)CC2)nc2ccc(NC(=S)N3CCCCC3)cc12
    -1.7	-309	1.2	-149	0.1	-110	3.7	-2	-199	0.6	-2.0
CCc1nnc(NC(=O)Cc2ccc(S(=O)(=O)N3CCCCC3)cc2)s1
    -1.4	0	-1.0	1	1.2	2	-1.5	-35	1	1.0	1.8
CCCC(=O)Nc1sc(-c2ccccc2)c(-c2ccccc2)c1C(=O)O
    -1.6	-5	-0.3	-6	0.3	-4	-1.4	5	-21	2.4	1.2
O=C(CSc1nc2scc(-c3ccccc3)c2c(=O)[nH]1)NCCc1ccccc1
    -1.4	-3	-1.4	1	-0.4	-1	0.7	-4	-8	1.4	-1.6
N#Cc1ccccc1CSc1nc2ccsc2c(=O)n1Cc1ccccn1
    -0.6	-24	1.4	-20	1.0	-8	-1.4	16	-22	2.2	3.1
COc1ccc(OCCCC(=O)OC(C)C(=O)Nc2ccc(C)cc2)cc1 (centres undefined)
    -0.9	0	-0.9	-4	2.1	0	2.1	-10	-6	0.3	1.1
COc1ccc(-c2cc(C(=O)NCCN3CCOCC3)c3ccccc3n2)cc1OC
    -1.6	-7	-1.9	-115	-0.8	5	1.9	2	-175	-0.2	3.3
Cc1ccc(N(C)C(=O)N2CCN(c3ccccn3)CC2)cc1
    -1.5	-28	-2.3	-3	0.1	-7	1.1	7	-5	-0.2	2.8

# Some of the entries so far, bar-delimited.
canonical_smiles | ssDAF-12 act | ADAM10 inh | hcDAF12 agonist | PLCg1 inh | DAX1 inh-1 | ADAM17 inh | hgDAF12 agonist | sPLA2-III inh | PLCb3 inh | DAX1 inh-2 | FXN GAA850 act
Cc1cc(C(=O)N/N=C/C=C/c2ccccc2)c(C)o1 | -0.8 | 2 | -1.0 | 4 | 0.5 | 5 | 4.1 | -6 | 2 | 3.0 | 1.9
COc1ccc(-c2cc3ccc(OC(C)C(=O)O)cc3oc2=O)cc1 (centres undefined) | -0.6 | i | -0.8 | i | -0.4 | i | 1.8 | 8 | i | 1.0 | 3.2
